Compound activity (PubChem BioAssay)
MsrA act = bovine methionine sulfoxide reductase A activation. purified bovine MsrA, absorbance read-out. activation, % at 10.6 µM. 360,000 tested, 0.3% active. AID 602163; in the data active = activation above about 7.5%;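 note: 0% = vehicle and 100% = reference activator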
Rin1 Abl inh = blocks binding of human Rin1 to Abl. P00519+Q13671. TR-FRET Rin1/Abl binding, biochemical. inhibition, % at 7.35 µM. 360,000 tested, 0.4% active. AID 588664; in the data active = inhibition above about 5%, passing the limit was not always enough
Neddylation inh = cullin neddylation inhibition. P61081+Q13564. TR-FRET cullin neddylation, biochemical. calls only at 25 µM. 360,000 tested, 0.58% active; in the data active = inhibition above about 36%
MT1-MMP act inh = MT1-MMP (human) activation inhibition | P50281 | HT1080 RFP-PRO-GFP cells, GFP/RFP ratio fluorescence, overnight; percent of plate control window, DMSO zero | GFP/RFP ratio change, % at 20 µM | 360,000 tested, 0.061% active | AID 651647;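 active = GFP/RFP ratio change of at least 30% with cell ATP level not reduced by more than half and red fluorescence within 50% of control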; note: strong numbers were not always called active
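Assay system: HT1080 RFP-PRO-GFP cells. Benchmarks: DMSO vehicle wells and RFP-L50D-GFP reporter cell wells. Times: overnight cell settling, then overnight compound exposure, 37 °C, 5% CO2. Compound: 20 µM single dose, 1% DMSO. Read-out basis: GFP/RFP fluorescence ratio.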
NRP1-CendR mod = NRP-1/CendR interaction modulation. O14786. FAM-RPARPAR peptide binding to NRP-1, fluorescence polarization. inhibition, % at 25 µM. 360,000 tested, 0.85% active;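 active = inhibition or corrected inhibition above about 18%, plus a signal ratio from 0.5 to 1.5, limit read from the data, passing the limit was not always enough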; note: strong numbers were not always called active
MsrA inhibitor = bovine MsrA inhibition; inhibition, % at 15.5 µM; purified bovine MsrA, absorbance read-out; 360,000 tested, 0.75% active; AID 651718; in the data active = inhibition above about 4.5%;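 note: 0% = vehicle wells with enzyme and 100% = reference inhibitor wells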
E coli Lon inh = inhibits E. coli Lon protease; P0A9M0; purified E. coli Lon protease, fluorescence polarization; inhibition, % at 7.94 µM; 360,000 tested, 0.42% active; AID 602123; in the data active = inhibition above about 13%, passing the limit was not always enough;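 note: 0% = enzyme with probe and DMSO and 100% = no enzyme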
Target sequence (P0A9M0 whole entry, looked up): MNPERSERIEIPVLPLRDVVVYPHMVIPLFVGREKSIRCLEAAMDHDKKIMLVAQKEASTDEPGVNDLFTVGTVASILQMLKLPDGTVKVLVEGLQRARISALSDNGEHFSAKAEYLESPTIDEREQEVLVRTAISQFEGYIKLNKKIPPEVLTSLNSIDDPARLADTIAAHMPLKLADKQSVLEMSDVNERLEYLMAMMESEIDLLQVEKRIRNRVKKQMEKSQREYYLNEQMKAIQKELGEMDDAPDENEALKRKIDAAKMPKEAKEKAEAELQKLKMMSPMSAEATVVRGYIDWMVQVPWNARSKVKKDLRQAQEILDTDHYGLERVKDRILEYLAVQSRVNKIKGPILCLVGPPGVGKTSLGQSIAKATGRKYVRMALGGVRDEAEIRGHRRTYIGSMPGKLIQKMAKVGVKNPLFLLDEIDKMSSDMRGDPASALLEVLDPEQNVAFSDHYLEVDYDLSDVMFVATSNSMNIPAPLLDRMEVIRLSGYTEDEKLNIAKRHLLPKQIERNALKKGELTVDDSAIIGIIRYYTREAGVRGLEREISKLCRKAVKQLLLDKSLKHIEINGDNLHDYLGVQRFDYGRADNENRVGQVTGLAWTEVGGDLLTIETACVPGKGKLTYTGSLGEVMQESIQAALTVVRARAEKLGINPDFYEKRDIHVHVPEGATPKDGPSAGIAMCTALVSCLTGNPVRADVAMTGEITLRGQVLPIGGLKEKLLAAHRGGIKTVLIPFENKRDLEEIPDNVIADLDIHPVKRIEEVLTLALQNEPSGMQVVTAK
SKN-1 block = blocks SKN-1 activity in C. elegans. C. elegans VP596 Pgst-4::GFP/RFP ratio, acrylamide-induced, 24 h. inhibition, % at 21.8 µM. 360,000 tested, 0.49% active;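 active = interference check ratio from 0.5 to 1.5 plus GFP to RFP signal ratio inhibition reaching or exceeding a fixed threshold, cut at about 30% in these data, passing the limit was not always enough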; note: some compounds called inactive have numbers as strong as hits
FAS-TE inh = blocks the thioesterase domain of human fatty acid synthase; recombinant FAS-TE, OMFH fluorogenic substrate, fluorescence endpoint; inhibition, % at 15 µM; P49327; 360,000 tested, 0.67% active;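 active = compounds whose normalised, plate-corrected inhibition of enzyme fluorescence in the single-dose primary screen is 50% or more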;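 note: 0% = DMSO with enzyme and 100% = substrate without enzyme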
Numbers without * were called inactive; i = inactive; x = not tested or not shown.

Values run as follows: MsrA act, Rin1 Abl inh, Neddylation inh, MT1-MMP act inh, NRP1-CendR mod, MsrA inhibitor, E coli Lon inh, SKN-1 block, FAS-TE inh
- CC(=O)C1=CCC(c2ccc(C)o2)N(S(=O)(=O)c2ccc(C)cc2)C1 (configuration not stated)
  -2.6, -0.2, i, -1.0, 4.2, -0.8, 16.5, 7.0, 4.1
- CCC(C)(C)NC(=O)Nc1cc(Cl)ccc1OC
  -0.9, -1.9, i, -1.5, -4.2, -0.1, -0.2, 8.4, -8.1
- CCCNC(=O)COC(=O)c1cc(C)nc2ccccc12
  -10.2, -0.5, i, -2.4, 6.0, 0.7, -3.5, 0.7, -6.3
- COc1cc2ccccc2cc1C(=O)Nc1ccccc1Cl
  -1.8, 1.6, x, -4.8, -3.2, 0.4, -4.6, 13.6, 24.6
- COc1ccc(CNC(=O)C2CC(C)=C(C)CC2C(=O)O)cc1 (configuration not stated)
  -8.7, -1.9, i, 3.0, 3.1, 1.1, -5.2, -9.2, -9.8
- COc1ccc(COC(=O)N/N=C(\C)CC(=O)Nc2c(C)cc(C)cc2C)cc1
  -4.0, -1.2, i, -7.8, 4.5, -0.9, -13.7, -0.1, -7.0
- CCc1sc(C(=O)Nc2ncccc2O)cc1C
  -9.4, 1.1, i, 5.4, 5.5, 2.9, 2.7, 1.9, -10.3
- Cc1cc(C(=O)COC(=O)c2ccc[nH]c2=O)c(C)n1-c1ccccc1F
  -3.7, -0.6, i, -5.1, -9.1, 1.3, 5.8, 15.6, 0.2
- Cc1ccccc1NC(=S)N(Cc1ccccc1)Cc1cccnc1
  0.4, -1.4, i, -2.5, -21.9, -0.6, -2.9, 4.0, 2.2
- O=C(Nc1ccccc1)c1ccc(NCCN2CCOCC2)c(S(=O)(=O)N2CCOCC2)c1
  -5.0, 2.3, i, 3.1, -4.0, 0.4, 5.0, -26.4, -5.8
- O=C(NCc1ccccn1)[C@@H]1CCCN1C(=O)[C@@H]1CCCN1C(=O)c1cccs1
  -2.5, x, i, -0.3, 1.0, -1.2, 0.6, 4.5, -6.4
- CC(OC(=O)/C=C/c1cccs1)C(=O)Nc1ccc(C(N)=O)cc1 (configuration not stated)
  -2.1, 2.7, i, 0.5, 5.9, 1.9, -10.8, 2.5, -7.7
- O=C(N/N=C/C=C/c1ccccc1)c1cc2c(ccc3ccccc32)o1
  -6.4, 3.0, x, 3.1, -16.6, 0.1, -2.0, 1.7, -9.6
- Nc1nnc(CCOc2ccccc2Cl)s1
  0.7, 3.9, i, 2.0, 4.6, 0.5, 9.3, 18.6, -5.3
- COC(=O)c1ccc(CSc2nc(-c3ccccc3)cs2)o1
  -1.7, -4.7, i, 2.4, -8.2, 0.2, -6.6, 21.4, 23.4
- CSc1ccc(C(C(C(=O)c2cccs2)N2CCOCC2)N2CCOCC2)cc1 (configuration not stated)
  -4.6, -4.1, i, -7.4, 2.9, 0.9, -7.6, -0.5, 12.5
- NNC(=O)CNC(c1ccccc1)c1cc(Br)ccc1NC(=O)c1ccc(Br)cc1 (configuration not stated)
  -11.8, -2.0, i, -1.6, 21.6, 0.1, -8.0, 0.5, 8.9
- CCOc1ccc(-c2noc(-c3cccnc3)n2)cc1OCC
  -1.4, -0.7, i, 2.2, 13.1, 0.8, -1.1, -3.3, -0.9
- COc1cc(C2C(C#N)=C(N)Oc3c2ccc2ccccc32)ccc1OCC(=O)Nc1cccc(C)c1 (configuration not stated)
  -1.6, -0.8, x, -4.0, 0.8, -0.7, -2.5, 11.1, 29.8
- COc1ccc(NC(=O)C(c2ccc(C(F)(F)F)cc2)n2c(=O)c(-c3cc4ccccc4[nH]3)nc3ccccc32)cc1 (configuration not stated)
  x, x, x, -10.6, 3.2, -0.7, x, 10.7, x

Brought forward from above: four entries; new compounds follow.
Values run as follows: MsrA act, Rin1 Abl inh, Neddylation inh, MT1-MMP act inh, NRP1-CendR mod, MsrA inhibitor, E coli Lon inh, SKN-1 block, FAS-TE inh
- NNC(=O)CNC(c1ccccc1)c1cc(Br)ccc1NC(=O)c1ccc(Br)cc1 (configuration not stated)
  -11.8, -2.0, i, -1.6, 21.6, 0.1, -8.0, 0.5, 8.9
- CCOc1ccc(-c2noc(-c3cccnc3)n2)cc1OCC
  -1.4, -0.7, i, 2.2, 13.1, 0.8, -1.1, -3.3, -0.9
- COc1cc(C2C(C#N)=C(N)Oc3c2ccc2ccccc32)ccc1OCC(=O)Nc1cccc(C)c1 (configuration not stated)
  -1.6, -0.8, x, -4.0, 0.8, -0.7, -2.5, 11.1, 29.8
- COc1ccc(NC(=O)C(c2ccc(C(F)(F)F)cc2)n2c(=O)c(-c3cc4ccccc4[nH]3)nc3ccccc32)cc1 (configuration not stated)
  x, x, x, -10.6, 3.2, -0.7, x, 10.7, x
- CN1C(=O)N(CC(=O)NCc2ccc(Cl)cc2Cl)C(=O)C12CCCCC2
  2.0, 0.8, i, 4.4, -9.3, -0.5, 3.1, 15.5, 16.4
- Cc1nc2ccccc2n1CCOc1ccc(F)cc1
  -6.7, 0.3, i, 4.7, 9.2, -0.8, -3.4, 5.6, -3.6
- Cc1ccc(S(=O)(=O)Nc2cccc(C(=O)NCCCN3CCOCC3)c2)cc1F
  -9.1, 1.4, i, 1.5, 7.1, 0.3, -4.1, 12.2, -9.8
- CC#CC(=O)N1CCC(CO)(CCc2ccccc2)CC1
  -1.0, -1.1, i, -7.6, -5.4, -1.1, -1.4, 10.7, -1.9
- CCc1cccc(C)c1NC(=S)NCc1ccc2c(c1)cc(C)n2C
  -2.5, 3.3, i, 50.1, -17.8, -0.7, 11.8, 97.3*, -35.0
- O=C(COc1cccc(C(F)(F)F)c1)Nc1cccnc1
  -0.8, 4.0, i, 0.1, 6.7, -0.7, -4.8, 10.8, -4.0
- Cc1cc(C)nc(NC2=NCC(=O)N2c2cccc(Cl)c2)n1
  0.9, 2.5, i, 1.1, 6.9, 4.2, -3.1, 30.0, -7.8
- Cc1[nH]c(=O)[nH]c(=O)c1S(=O)(=O)N1CCCc2ccccc21
  -3.0, 2.0, i, 1.1, 11.4, -0.8, 4.9, -1.4, -5.0
- COc1ccc(NC(=O)COC(=O)c2ccc(N3CCCC3=O)cc2)cc1OC
  -2.0, -5.5, i, 6.8, -16.9, 1.2, -2.2, 20.3, -8.8
- Cc1cc(-c2nnco2)c(C)n1-c1ccc(F)cc1
  -6.1, 3.7, i, -4.2, -1.4, -0.5, -11.9, 1.0, -4.4
- Cc1cccc(OC(=O)c2ccncc2)c1C
  -5.7, 0.4, i, -2.1, -2.2, 0.0, -9.4, 4.8, -3.5
- O=C1OC(Nc2nccs2)c2ccccc21 (configuration not stated)
  -10.7, -1.2, i, -3.1, -1.5, -0.1, -2.9, -5.7, -14.4
- Cc1cc(C)cc(N2C(=O)C3NN=C(C(=O)OCc4ccccc4)C3C2=O)c1 (configuration not stated)
  -3.0, -1.2, i, 0.7, -2.3, 0.7, -18.6, -0.7, -2.3
- NC(=O)c1ccsc1NC(=O)CSc1n[nH]c(N)n1
  -1.1, -0.3, i, 0.2, -13.0, -0.6, -9.2, 6.7, -8.5
- Cc1cc(Cl)ccc1Oc1ncnc2onc(C)c12
  0.8, 5.0, i, -9.6, 11.1, -0.9, -1.9, 7.6, 1.6
- COc1ccc(OCC(=O)O/N=C(\N)Cc2ccc(Cl)cc2)cc1
  -10.8, 3.3, i, 4.0, 4.6, -0.6, -6.3, -13.4, -12.1
- CCCC(C(=O)NC1CCCC1)N(CC1CCCO1)C(=O)CNS(=O)(=O)c1ccc(F)cc1 (configuration not stated)
  -5.0, 0.7, i, 1.8, 14.8, -0.1, -8.3, -0.9, -3.3
- COc1ccccc1COC(=O)c1ccc(S(=O)(=O)N2CCOCC2)cc1
  -3.2, -2.9, i, -0.5, -14.1, -1.1, 9.8, -7.8, 22.9
- Cc1cc(C)n(CC(=O)NC2CCCCC2C)c(=O)c1C#N (configuration not stated)
  -3.7, 0.7, i, 4.9, -1.2, 1.7, -4.9, 4.3, 6.7
- Cc1nonc1CN(C)C(=O)CC1C(=O)NCCN1Cc1ccccc1C(F)(F)F (configuration not stated)
  -2.4, 2.7, i, 2.1, 21.2, -0.6, -6.7, 1.8, -1.3

Values run as follows: MsrA act, Rin1 Abl inh, Neddylation inh, MT1-MMP act inh, NRP1-CendR mod, MsrA inhibitor, E coli Lon inh, SKN-1 block, FAS-TE inh
- Clc1nc(NCc2cccnc2)nc(N2CCOCC2)n1
  -6.0, -1.6, i, 6.6, 0.0, -1.5, -16.4, 15.3, -8.0
- Cc1ccc(CSc2ncn(-c3ccccc3)n2)cc1
  -3.8, -2.4, i, 9.6, 14.2, -0.1, 1.4, 9.5, 15.1
- CCCn1nc([N+](=O)[O-])c(C(C#N)c2nc3ccccc3o2)c(Cl)c1=O (configuration not stated)
  -3.3, -1.6, i, 21.3, -1.0, -1.0, -4.3, 12.9, 23.8
- CCNC(=O)C1CCCN1S(=O)(=O)c1ccc(C)cc1 (configuration not stated)
  -0.9, -2.6, i, 2.4, -0.9, 1.0, -5.2, -17.9, -4.4
- COC(=O)CN(CCc1ccccc1)S(=O)(=O)c1ccc(OC)c(OC)c1
  -0.9, -2.6, i, 10.3, 10.4, 0.0, -6.0, 14.0, -3.0
- CCC(C)(C)n1nnnc1CN1CCC(NC(=O)c2ccc(Br)cc2)CC1
  -2.4, -1.7, i, 4.4, 6.4, -0.8, -2.8, 1.9, -5.7
- Cc1sc(NC(=O)c2ccco2)c(C(c2cccnc2)N2CCCC2)c1C (configuration not stated)
  -12.4, -1.5, i, 1.7, -3.1, 1.4, -6.7, 29.5*, 9.3
- O=C(CCN1C(=O)/C(=C/c2ccccc2)SC1=S)NNC(=O)c1cccnc1
  -5.2, -0.6, i, 1.0, -6.8, -0.8, 1.8, -3.9, -9.5
- Nc1c2c(nc3ccccc13)CSCC2
  -2.2, -4.0, i, -0.3, -5.2, 1.2, 3.7, 3.8, -1.3
- COc1ccc(OC)c2[nH]c(=O)c(CCNC(=O)c3ccc(S(=O)(=O)N4CCCCC4)cc3)cc12
  -4.5, -1.8, i, 3.2, -0.7, 0.5, -5.5, -3.8, -0.4
- COc1ccc(CNCc2c(O)c(Cl)cc3c(C)c(C)c(=O)oc23)c(OC)c1
  -4.3, -4.5, i, 4.8, -8.3, 2.0, 0.2, -5.8, -4.3
- Cc1ccc(Sc2c([N+](=O)[O-])c(C)nn2C)cc1
  -0.6, -2.3, i, -1.9, -12.2, 0.2, 2.8, 4.6, 5.6
- CCOC(=O)CSc1nnc(CNC(=O)c2cccs2)n1CCc1ccccc1
  -2.8, -2.0, i, 2.9, 4.1, x, -7.5, 11.5, -1.3
- CCOC(=O)CSc1nnc(NC(=O)c2cccc(S(=O)(=O)N3CCCCC3)c2)s1
  -1.8, -3.5, i, -1.0, -11.6, 0.3, 0.9, 9.4, -1.1
- CCCCNC(=S)N/N=C/c1cc(C)ccc1C
  -12.1, 3.0, i, 0.3, 1.6, 0.6, -3.4, -3.5, 18.8
- OC(CNCC1COc2ccccc2O1)COCc1cccs1 (configuration not stated)
  -0.8, -2.2, i, 2.2, -0.2, 1.6, -2.1, 29.7, -3.6
